# Screens: PubChem BioAssay, The Scripps Research Institute Molecular Screening Center
# GPR151 activ = activates the human receptor GPR151 | activation, % at 11.2 µM | PathHunter beta-arrestin GPR151 cells, luminescence | Q8TDV0 | 650,000 tested, 1% active; in the data active means activation above about 4.9%;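 further: 0% = median of compound wells and 100% = cells with positive control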
# Target sequence (Q8TDV0 whole entry, looked up): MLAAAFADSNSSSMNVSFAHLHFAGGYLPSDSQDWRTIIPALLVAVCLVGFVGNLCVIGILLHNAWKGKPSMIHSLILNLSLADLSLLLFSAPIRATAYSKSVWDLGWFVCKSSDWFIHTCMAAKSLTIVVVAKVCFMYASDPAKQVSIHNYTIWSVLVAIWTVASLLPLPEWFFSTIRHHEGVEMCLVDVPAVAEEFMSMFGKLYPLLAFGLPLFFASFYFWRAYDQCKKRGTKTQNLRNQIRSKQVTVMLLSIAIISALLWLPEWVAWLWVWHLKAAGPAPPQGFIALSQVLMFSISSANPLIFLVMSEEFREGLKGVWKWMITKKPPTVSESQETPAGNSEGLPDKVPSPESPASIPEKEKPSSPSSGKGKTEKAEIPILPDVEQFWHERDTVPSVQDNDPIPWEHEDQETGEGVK
# MITF primary = inhibitors of human MITF; AlphaScreen MITF homodimerization, bead proximity signal; inhibition, % at 2.6 µM; 650,000 tested, 0.91% active; AID 1259374; in the data active means inhibition above about 50%;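 further: 0% = vehicle wells with protein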
# Target sequence (O75030 whole entry, looked up): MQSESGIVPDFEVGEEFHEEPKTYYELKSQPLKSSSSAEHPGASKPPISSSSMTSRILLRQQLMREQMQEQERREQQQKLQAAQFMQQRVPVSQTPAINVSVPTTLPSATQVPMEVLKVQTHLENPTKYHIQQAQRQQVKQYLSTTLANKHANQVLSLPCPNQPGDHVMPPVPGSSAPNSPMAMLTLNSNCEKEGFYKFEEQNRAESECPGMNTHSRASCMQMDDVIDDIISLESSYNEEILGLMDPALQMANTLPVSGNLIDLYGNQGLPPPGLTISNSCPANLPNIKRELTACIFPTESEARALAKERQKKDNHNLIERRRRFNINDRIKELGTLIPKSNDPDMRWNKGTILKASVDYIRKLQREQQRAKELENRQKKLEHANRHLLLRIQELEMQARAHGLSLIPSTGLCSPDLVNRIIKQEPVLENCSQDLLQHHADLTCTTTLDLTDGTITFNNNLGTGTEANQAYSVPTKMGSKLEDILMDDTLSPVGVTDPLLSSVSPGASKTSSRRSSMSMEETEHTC
# TEAD-YAP inh = TEAD-YAP interaction inhibition. inhibition, % at 9.12 µM. HEK-TIYL cells, TEAD-Gal4/YAP UAS-luciferase luminescence. 640,000 tested, 1.4% active; in the data active means inhibition above about 32%;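 further: 0% = median of test compound wells and 100% = reference inhibitor wells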
# FBW7 activator = human FBW7 E3 ligase activation, primary screen | Q969H0 | AlphaScreen FBW7–phospho-cyclin E peptide binding, activator screen | normalized activity (activation), % at 26.1 µM | 650,000 tested, 0.13% active | AID 1259310; in the data active means normalized activity above about 1.9%;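 further: purified mutant Fbw7 with reduced substrate affinity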
# * marks the source's active call; other numbers are inactive results; nt = not tested or not shown.
compound,GPR151 activ,MITF primary,TEAD-YAP inh,FBW7 activator
COCCC(=O)NC(C)c1nnc2n1CCN(Cc1ccco1)CC2 (stereo unspecified),0.2,18,5,0.0
O=C(Nc1ccc2nc3n(c(=O)c2c1)CCCC3)c1cncc(Br)c1,0.5,3,4,0.0
O=C(COc1ccc(Cl)cc1)NCC(c1ccsc1)N1CCCC1 (stereo unspecified),0.2,12,-13,0.2
Cc1ccc(Cl)cc1NC(=O)C(=O)NC(C)C,0.6,1,1,-0.1
COc1ccc(/C=C(\NC(=O)c2ccc(OC)cc2)C(=O)NCCC(=O)O)cc1,-0.9,9,8,-0.1
Cn1c(SCC(=O)Nc2ccc(OCc3ccccc3)cc2)nc2cccnc21,-1.1,7,21,0.0
CCn1nnnc1-c1ccc(OC)c(S(=O)(=O)Nc2cccc(C(F)(F)F)c2)c1,0.0,-2,0,0.1
C/C(CC(=O)NCC(C)C)=N\NC(=O)COc1ccccc1C,0.5,4,5,-0.1
Cc1csc(NC(=O)CSCC(=O)Nc2ccccc2)n1,6.9*,-9,-8,-0.2
CCC(C)(C)NC(=O)CN(C(=O)C(=O)Nc1ccc2c(c1)OCCO2)C(C)(C)CC,-1.5,8,0,0.0
Cc1cc(C)n(-c2nnc(C)n2NC(=S)Nc2ccccc2)n1,-0.9,12,-3,0.0
COCCCNC(=O)C(C)n1c(C)c2cnn(-c3ccccc3)c(=O)c2c1C (stereo unspecified),2.2,-4,6,-0.1
COC(=O)C1(C(F)(F)F)C2C=CC(C2)N1S(C)(=O)=O (stereo unspecified),0.0,-12,-1,0.1
O=C(CSc1cnccc1C(F)(F)F)NN1CCOCC1,0.3,-2,-5,0.1
Cc1ccc(-c2nc3ccc(C(=O)c4ccccc4)cc3nc2-c2ccc(C)cc2)cc1,0.8,8,-5,-0.1
CCN(CC)N=Nc1ccc(S(=O)(=O)Nc2c(C)n(C)n(-c3ccccc3)c2=O)cc1,1.7,9,15,-0.1
CC(C)n1c(-c2ccc(C(=O)NC3CC3)cc2)nc2c(Nc3ccccc3)ncnc21,2.8,2,-46,0.0
C=CCN(c1ccccc1)S(=O)(=O)c1ccc(F)c(C(=O)Nc2c(CC)cccc2CC)c1,-1.3,15,7,0.1
O=C1c2cccc3cccc(c23)N1Cc1ccc(F)cc1Cl,-0.2,-9,4,0.4
Cn1cc(/C=C/C(=O)N2CCCC(CNS(=O)(=O)c3cccs3)C2)cn1 (stereo unspecified),0.6,-11,-8,0.0
COc1ccc(N2C(=O)C(=O)CC2c2ccccc2)cc1 (stereo unspecified),-0.1,5,1,0.0
Cc1ccc2oc(-c3cc(NC(=O)c4cccc([N+](=O)[O-])c4)ccc3Cl)nc2c1,0.3,2,5,-0.1
Cc1cccc(C)c1N(CC(=O)NC(C)(C)C)C(=O)c1csnn1,0.3,2,-7,1.4
Cc1ccc2nc(-c3ccc(NC(=O)Nc4cccc(Cl)c4)cc3)sc2c1,-1.1,1,-19,0.0
Cn1cc(-c2ccc3cnc(Nc4ccc(-n5cnc(-c6ccc(=O)[nH]c6)n5)cc4)nc3c2)cn1,-2.2,20,40*,1.0

# No new results follow: entries from further up.
compound,GPR151 activ,MITF primary,TEAD-YAP inh,FBW7 activator
COCCC(=O)NC(C)c1nnc2n1CCN(Cc1ccco1)CC2 (stereo unspecified),0.2,18,5,0.0
O=C(Nc1ccc2nc3n(c(=O)c2c1)CCCC3)c1cncc(Br)c1,0.5,3,4,0.0
O=C(COc1ccc(Cl)cc1)NCC(c1ccsc1)N1CCCC1 (stereo unspecified),0.2,12,-13,0.2
Cc1ccc(Cl)cc1NC(=O)C(=O)NC(C)C,0.6,1,1,-0.1
COc1ccc(/C=C(\NC(=O)c2ccc(OC)cc2)C(=O)NCCC(=O)O)cc1,-0.9,9,8,-0.1
Cn1c(SCC(=O)Nc2ccc(OCc3ccccc3)cc2)nc2cccnc21,-1.1,7,21,0.0
CCn1nnnc1-c1ccc(OC)c(S(=O)(=O)Nc2cccc(C(F)(F)F)c2)c1,0.0,-2,0,0.1
C/C(CC(=O)NCC(C)C)=N\NC(=O)COc1ccccc1C,0.5,4,5,-0.1
Cc1csc(NC(=O)CSCC(=O)Nc2ccccc2)n1,6.9*,-9,-8,-0.2
CCC(C)(C)NC(=O)CN(C(=O)C(=O)Nc1ccc2c(c1)OCCO2)C(C)(C)CC,-1.5,8,0,0.0
Cc1cc(C)n(-c2nnc(C)n2NC(=S)Nc2ccccc2)n1,-0.9,12,-3,0.0

# (cont.)
compound,GPR151 activ,MITF primary,TEAD-YAP inh,FBW7 activator
COC(=O)Cn1c(=N)n(CCN2CCOCC2)c2ccccc21,-0.1,13,11,0.2
COc1ccc(OCc2nn3c(-c4ccccc4Cl)nnc3s2)cc1,0.0,2,0,0.0
O=[N+]([O-])c1ccc(Oc2c(F)c(F)nc(N3CCOCC3)c2F)cc1,-1.1,18,6,0.6
COc1cccc2c1OC1(CCN(C(=O)COc3ccc4ccccc4c3)CC1)OC2,-0.1,27,7,0.4
C/C(CC(C)C)=N\Nc1ccc([N+](=O)[O-])cc1[N+](=O)[O-],0.1,25,0,-0.3
CO[C@H]1COC(=O)CCC[C@@H](C)[C@H](OC)COC(=O)C/C=C/[C@@H]1C,0.7,10,nt,0.1
Cc1ccc(SCC(=O)NNC(=O)OC(C)(C)C)cc1,-1.0,-2,11,-0.1
CC(NS(=O)(=O)c1ccc(F)cc1)C(c1cccs1)N1CCOCC1 (stereo unspecified),0.5,5,3,0.0
COc1ccc(/C=N/NC(=O)C2CC2)c(OC)c1OC,-1.5,-12,-6,0.1
CCn1c(C(O)c2ccc(C)cc2)nc2ccccc21 (stereo unspecified),0.2,-1,13,1.0
COCCCN1C(=O)/C(=C/c2c(N3CCCCC3)nc3ccccn3c2=O)SC1=S,0.1,9,1,0.0
O=C(/C=C/c1ccc(F)cc1)NCc1ccco1,-0.9,-3,-12,-0.1
COC(=O)C1=C(N)OC2=C(C(=O)CCC2)C1c1ccccc1OCc1ccccc1C#N (stereo unspecified),1.9,1,9,-0.1
COc1ccc([N+](=O)[O-])cc1NC(=O)CS(=O)(=O)c1ccc(C)cc1,1.1,-1,6,-0.1
Cc1cccc(NC(=O)c2sc3nc4c(c(-c5ccco5)c3c2N)CCC4)c1,-0.6,10,5,0.1
CCC(C)NC(=O)CSc1nc2ccccc2c(=O)n1CCCN1CCCCC1CC (stereo unspecified),1.1,-5,1,0.0
C[C@@H]1CN(C(=O)c2ccc(OC3CCN(S(=O)(=O)N(C)C)CC3)cc2)C[C@H](C)O1,-1.0,4,0,0.0
CC(C)CC(=O)NC1(C(F)(F)F)NC(=O)N(c2ccccc2)C1=O (stereo unspecified),-0.3,-5,-2,-0.2
O=C(Cc1ccccc1)Nc1sc2c(c1C(=O)Nc1cccc(Cl)c1)CCC2,1.1,3,-5,0.1
CCN(CC)C(=O)CSc1nc2c(sc(=S)n2-c2cccc(C(F)(F)F)c2)c(=O)n1-c1ccccc1OC,1.9,2,-2,-0.1
O=C1N=c2ccc(I)cc2=C1c1sc(=S)[nH]c1O,-1.4,27,-9,0.2
COCCN(C(=S)Nc1cccc(C)c1)C1CCN(C(C)=O)CC1,-1.3,5,2,0.0
CCOC(=O)Cn1c(=O)oc2cc(S(=O)(=O)N(C)CCC#N)ccc21,-0.6,1,-7,-0.1
CCOC(=O)N1CCN(CC(O)COc2ccc(F)cc2)CC1 (stereo unspecified),0.3,-7,-10,-0.2
COCCOC(=O)c1c(C)oc2ccc(NS(=O)(=O)c3ccc4ccccc4c3)cc12,-0.6,16,-4,0.8
CC1=C(C(=O)Nc2ccccc2)C(c2cccs2)C(C#N)=C(SCC(=O)Nc2cc(C)ccc2C)N1 (stereo unspecified),-1.2,-2,-3,-0.1
Oc1ccc(C=Nc2cc(Cl)ccc2O)cc1,0.9,-5,9,0.1
CN(CC(=O)NC1CCCCCC1)S(=O)(=O)c1cc(Br)cnc1N,0.5,-2,7,0.0
CCN1CCN(S(=O)(=O)c2ccc3c(c2)CCN3C(C)=O)CC1,-0.4,6,2,1.5
O=C1CC(N(Cc2cccs2)C(=O)Nc2ccccc2)C(=O)N1c1ccc(Cl)cc1 (stereo unspecified),0.9,5,-4,0.1
CC(=O)Nc1cc(-c2nnc3c4ccccc4c(C)nn23)ccc1C,-0.2,23,-2,0.0
O=C(Nc1ccccc1)NN1C(=O)/C(=C\c2ccco2)SC1=S,-1.1,28,3,0.2
CCOC(=O)C1=C(C)NC2=C(C(=O)CC(C)(C)C2)C1c1ccc(O)cc1 (stereo unspecified),-0.3,1,6,0.1
COc1cccc(-c2cnn3ccc(Nc4ccc(C)c(NS(C)(=O)=O)c4)nc23)c1,0.9,-2,-3,-0.1
COc1cccc(N2CCN(S(=O)(=O)c3ccc4c(c3)SCC(=O)N4)CC2)c1,1.4,3,10,0.8
O=C(/C=C/C(=O)Nc1cccc(O)c1)Nc1cccc(O)c1,0.5,1,-6,1.5
CCOc1ccc(CCNC(=O)N(c2ccccc2)c2ccccc2)cc1OCC,0.0,14,3,0.4
Cc1ccccc1N1C(=O)C(Cl)=C(N2CCCCC2)C1=O,1.0,20,-4,0.2
COCCOC(=O)C1=C(C)NC(C)=C(C(=O)OCCOC)C1c1ccc(-c2ccc(Cl)cc2)o1,-0.5,10,-16,0.0
O=[N+]([O-])c1ccc(S(=O)(=O)Nc2ccccc2Oc2ccccc2)cc1,0.2,15,7,-0.1
CCOC(=O)c1cnn(-c2ccc3c(c2)OCCO3)c1CNC1CC1,2.6,3,2,0.0
Cc1nc2sccn2c(=O)c1S(=O)(=O)N1CCC(Cc2ccccc2)CC1,6.2*,5,-4,0.1
COc1cc(C2NC(=O)NC(C)=C2C(=O)OCCOC(C)C)cc(Br)c1O (stereo unspecified),-0.8,20,3,0.1
COc1cccc(C(CC(=O)NCCc2ccccc2)NS(=O)(=O)c2ccc(C)cc2)c1OC (stereo unspecified),2.2,-4,5,0.0
O=S(=O)(NCc1ccncc1)c1ccc(F)cc1F,-0.8,14,4,0.3
COc1cccc(C(=O)Nc2c3c(nn2-c2ccccc2)CSC3)c1,0.5,6,-4,0.1
Nc1nn(S(=O)(=O)c2ccc(Br)cc2)cc1-c1ccccc1,-0.6,15,-2,0.6
Cc1cc(CNC(=S)Nc2ccc(S(=O)(=O)Nc3ncccn3)cc2)nn1C,0.4,-18,5,0.1
CC(NCCN(C)C)C(=O)Nc1ccc2c(c1)OCO2 (stereo unspecified),0.2,73*,3,-0.3
CC(=O)C1=C(c2ccc([N+](=O)[O-])cc2)N(C(C)=O)n2c(nnc2-c2ccccc2)S1,0.6,2,-2,-0.1

# The list continues:
compound,GPR151 activ,MITF primary,TEAD-YAP inh,FBW7 activator
CCSC1=NCCN1C(=O)c1cc2ccccc2o1,-0.2,16,-50,0.0
CCN1CCN(C(=O)c2ccc3c(c2)N(CC)C(=O)c2ccccc2S3=O)CC1 (stereo unspecified),1.1,-5,9,0.1
O=C(CNc1ccccc1)N/N=C/c1ccc(F)cc1,0.1,19,7,0.1
Cc1cc(OCCCF)c(C)cc1CN1CCOCC1,-0.5,2,12,0.3
COc1ccc(C(=O)NNC(=O)CCCSc2nc3ccccc3[nH]2)cc1,-0.4,-2,-2,0.0
COC(=O)C1=CN(Cc2ccc(Cl)cc2)C=C(C(=O)OC)C1c1ccc2c(c1)OCO2,-0.3,-4,-4,0.0
Cc1cc(C)cc(NS(=O)(=O)c2ccc(NC(=O)c3ccccc3C(=O)O)cc2)c1,-1.0,3,0,0.2
CCOC(=O)c1sc(=S)n(-c2ccc3c(c2)OCO3)c1N,-1.1,-6,7,0.0
CN(C)C(CNC(=S)NCc1ccccc1)c1cccnc1 (stereo unspecified),-0.2,-7,3,0.0
Cc1ccc(C(=O)C(C)Sc2nc3ccccc3o2)cc1 (stereo unspecified),2.2,0,-3,0.1
COC(=O)c1c(NC(NC(C)=O)(C(F)(F)F)C(F)(F)F)sc2c1CCN(C)C2,3.4,-2,1,-0.1
O=C(Nc1c(F)cc(F)cc1Br)c1cc2n(n1)C(C(F)(F)F)CC(c1ccccc1)N2 (stereo unspecified),0.5,-37,-8,0.1
CCOC(=O)C1=C(C)N=c2s/c(=C\c3ccc(C)o3)c(=O)n2C1c1ccc(Cl)cc1 (stereo unspecified),-0.1,-5,-7,0.0
COc1cccc(-c2nc3sc4c(c3c(=O)n2Cc2csc(-c3ccc(Cl)cc3)n2)CCCC4)c1,2.7,-3,7,-0.1
O=C(Nc1ccc(S(=O)(=O)Nc2ccccc2)cc1)N1CCCC1,4.1,15,-2,0.2
Cc1ccc(NC(=O)c2ccc(NCc3ccccc3Cl)c([N+](=O)[O-])c2)cc1F,0.5,18,-1,-0.1
Cc1ccc(NS(=O)(=O)c2cc3c4c(c2)CCC(=O)N4CCC3)cc1Cl,0.6,11,1,0.2
